Assay outcomes deposited in PubChem BioAssay by several laboratories.
PRMT1 inh = inhibitors of human PRMT1; Q99873; recombinant PRMT1, activity-based probe fluorescence polarization; inhibition, % at 2.79 µM; 370,000 compounds, 1.3% hits;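 active = inhibition above about 21% made by adding two undisclosed values, limit read from the data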
LEDGF integ inh = blocks HIV-1 LEDGF/p75-dependent DNA integration; inhibition, % at 3.7 µM; 370,000 compounds, 0.64% hits; TR-FRET IN-LEDGF/p75 DNA integration, Eu/Cy5; AID 743269;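 active = inhibition above the screen-wide mean plus 3 SD, cut at about 13% in these data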;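 also: signal is the Cy5 over europium emission ratio at 671 and 618 nm; 0% = plate median of compound wells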
HTRA1 inh = HTRA1 (human) protease inhibition; recombinant HTRA1, FP-rhodamine activity-based probe, fluorescence polarization; Q92743; inhibition, % at 5.96 µM; 340,000 compounds, 0.5% hits; AID 504803; in the data active = inhibition above about 36%;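 also: 0% = enzyme with DMSO and 100% = wells lacking enzyme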
UHRF1 MBD2 ctr = UHRF1 methyl-DNA binding inhibition; Q96T88; UHRF1 binding to methylated oligo, TR-FRET; inhibition, % at 4.4 µM; 370,000 compounds, 0.75% hits; in the data active = inhibition above about 21%;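 also: UHRF1 SRA domain binding a hemimethylated CpG hairpin DNA probe; 0% = median of test compound wells and 100% = reference inhibitor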
rCAG RNA binder = r(CAG) repeat RNA binding; 370,000 compounds, 1.3% hits; TO-PRO-1 dye displacement fluorescence; inhibition, % at 3 µM; AID 651821;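 active = inhibition above the plate cutoff, the mean of all test compounds on that plate plus 3 SD, cut at about 35% in these data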;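 also: 0% = DMSO alone and 100% = 100 µM mitoxantrone as full dye displacement; higher means more dye released from RNA so lower well fluorescence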
TCR-CD3 inh = blocks the human TCR-CD3 interaction | TAMRA-labeled TCR probe fluorescence, biochemical | inhibition, % at 9.4 µM | 360,000 compounds, 0.37% hits | AID 651800; in the data active = inhibition above about 19%;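 also: recombinant mutant TCR 2C K166C tagged with TAMRA read by polarization; 0% = receptor in buffer alone and 100% = receptor with positive control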
ABHD4 inh = inhibitors of mouse ABHD4 | purified mABHD4, FP-Rh probe fluorescence polarization | inhibition, % at 8.92 µM | 370,000 compounds, 0.54% hits | AID 720543;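 active = inhibition exceeding the mean over every tested compound plus 3 SD, cut at about 30% in these data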;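 also: 0% = plate median of compound wells and 100% = S159A mutant with DMSO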
Target sequence (Q8VD66 whole entry, looked up): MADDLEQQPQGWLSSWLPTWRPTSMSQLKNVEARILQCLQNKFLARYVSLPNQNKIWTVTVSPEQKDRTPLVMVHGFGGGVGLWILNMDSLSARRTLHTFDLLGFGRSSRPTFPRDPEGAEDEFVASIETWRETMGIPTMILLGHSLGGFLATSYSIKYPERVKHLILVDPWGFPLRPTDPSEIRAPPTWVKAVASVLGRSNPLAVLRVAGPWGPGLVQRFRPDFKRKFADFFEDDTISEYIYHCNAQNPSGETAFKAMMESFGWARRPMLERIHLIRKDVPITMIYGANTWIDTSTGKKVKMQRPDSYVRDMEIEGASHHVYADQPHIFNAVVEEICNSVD
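assay system = mABHD4 protein | compound dosing = single nominal dose of 8.92 µM, 0.89% DMSO final | read-out basis = percent inhibition of probe binding, normalized to plate controls | schedule = Enzyme–compound pre-incubation 45 min, then probe 60 min, both 25 °C | detection = fluorescence polarization, excitation 525 nm, emission 598 nm, BODIPY TMR filters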
MBD2 inh = blocks human MBD2 binding to methylated DNA | Q9UBB5 | TR-FRET, MBD2 binding to methylated oligonucleotide | inhibition, % at 4.4 µM | 370,000 compounds, 0.31% hits | AID 686964; in the data active = inhibition above about 13%
PG9 Ab binder = PG9 antibody binding by small molecule. TR-FRET gp120-PG9 antibody binding. inhibition, % at 6.7 µM. 360,000 compounds, 0.43% hits; in the data active = inhibition above about 8.5%
NR1D1 modulator = modulators of human Rev-erb alpha DNA binding | 370,000 compounds, 0.79% hits | Rev-erbα–FITC-DNA binding, fluorescence polarization, 90 min | activity, % at 10 µM | P20393 | AID 1259318;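 active = activity above about 14%, limit read from the data; passing the limit was not always enough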;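 also: 0% = DMSO wells with 35 nM protein and 100% = DMSO wells with 750 nM protein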
Target sequence (P20393 whole entry, looked up): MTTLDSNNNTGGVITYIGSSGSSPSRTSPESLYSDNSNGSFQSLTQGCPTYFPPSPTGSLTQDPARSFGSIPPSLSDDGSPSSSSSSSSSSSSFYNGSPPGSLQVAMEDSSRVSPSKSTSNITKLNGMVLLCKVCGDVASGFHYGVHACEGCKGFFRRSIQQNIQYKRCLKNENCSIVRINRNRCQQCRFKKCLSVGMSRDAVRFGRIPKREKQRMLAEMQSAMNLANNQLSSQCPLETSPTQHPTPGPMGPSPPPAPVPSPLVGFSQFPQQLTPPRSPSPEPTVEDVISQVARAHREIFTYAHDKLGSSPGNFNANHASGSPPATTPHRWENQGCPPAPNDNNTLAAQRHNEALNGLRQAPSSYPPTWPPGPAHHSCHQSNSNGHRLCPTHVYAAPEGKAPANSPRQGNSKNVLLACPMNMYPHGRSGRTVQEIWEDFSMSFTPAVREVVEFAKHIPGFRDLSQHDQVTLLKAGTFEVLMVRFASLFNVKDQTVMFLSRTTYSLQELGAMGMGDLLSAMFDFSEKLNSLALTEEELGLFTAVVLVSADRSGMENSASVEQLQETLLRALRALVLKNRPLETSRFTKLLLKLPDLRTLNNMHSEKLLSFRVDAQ
Active calls of the source: *; . = no result given. This is a subset; rates above refer to the full screens.

SMILES	PRMT1 inh	LEDGF integ inh	HTRA1 inh	UHRF1 MBD2 ctr	rCAG RNA binder	TCR-CD3 inh	ABHD4 inh	MBD2 inh	PG9 Ab binder	NR1D1 modulator
CCOC(=O)c1nn(-c2c(C)n(C)n(-c3ccccc3)c2=O)cc1O	3	1	0	1	1	8	8	2	-0.2	7
CC1(C)N=C2C(=[N+]1[O-])CCC/C2=N\O	2	0	10	0	1	2	6	-6	-1.1	-2
O=C(NCC(c1ccco1)N1CCCCC1)c1ccc(OCc2ccccc2)cc1 (stereo not given)	0	-1	0	9	-3	0	1	2	-0.4	-1
O=C(c1cccc(S(=O)(=O)N2CCc3ccccc32)c1)N1CCN(c2ccccn2)CC1	0	0	0	-2	-8	3	-7	-6	-0.7	5
COc1ccccc1Oc1coc2c(CN3CCN(C)CC3)c(O)ccc2c1=O	0	0	5	8	-3	-2	-4	4	-1.2	2
CCOc1ccccc1N1CCN(C(=O)CCCN2C(=O)c3cccc4cccc(c34)C2=O)CC1	0	3	-3	2	-2	5	3	-2	-4.0	2
COc1cc(C(N)=O)cc(Cl)c1OCc1ccccc1	0	0	-14	-1	-1	-7	-1	4	-1.0	9
O=C(NC(=S)Nc1ccc(CN2CCOCC2)cc1)c1ccc(-c2cccc(Cl)c2)o1	-2	1	-6	-1	2	-6	-6	2	-1.6	3
CC(C)COc1cccc(C(=O)NC(=S)Nc2cccc(NC(=O)c3ccccc3Cl)c2)c1	0	-6	-3	1	1	-4	4	1	-0.4	4
Cn1c(=NC(=O)C2CC2)sc2cccc(F)c21	-4	9	-1	-1	3	-10	8	-3	0.3	4
CCc1ccc(N(C(=O)c2snc(C(N)=O)c2N)C(C(=O)NCC2CCCO2)c2cccs2)cc1 (stereo not given)	-2	1	-9	-1	4	9	3	-4	-0.2	-7
CC1CCc2c(sc(N)c2C(=O)OC(C)C)C1 (stereo not given)	5	1	-4	1	3	5	9	-4	1.4	-1
Cn1ncc(Br)c1C(=O)Nc1c(F)c(F)cc(F)c1F	3	-3	-5	9	-3	-5	-3	0	3.0	-7
CC(C)(C)NC(=O)NC(=O)Cn1cc(C(F)(F)F)ccc1=O	2	-2	6	3	-4	1	-1	7	0.5	6
Cn1nccc1C(=O)OCC(=O)Nc1ccccc1Cl	-1	3	-1	-4	0	7	1	-2	-1.0	-4
CCOC(=O)C1CCN(S(=O)(=O)c2cccc(-c3cn4cc(Cl)ccc4n3)c2)CC1	9	-8	-2	-2	6	-3	-4	-6	1.4	3
COc1ccc2oc(C(=O)OCC(=O)N3CCCC(C)C3)c(C)c2c1 (stereo not given)	8	-5	-5	1	-5	-3	-16	6	-0.8	1
CNC(C)C(=O)NC(C(=O)N1CCCC1C(=O)Nc1ccc2[nH]ccc2c1)C(C)C (stereo not given)	4	1	.	-3	11	-4	14	-7	-3.8	-1
CC(OC(=O)c1cccc([N+](=O)[O-])c1)C(=O)N1CCc2ccccc21 (stereo not given)	-1	1	-10	-1	2	-6	-8	0	0.9	0
Cc1cc(C(=O)COc2ccc(C#N)cc2)c(C)n1C1CC1	1	1	4	-1	-2	-2	0	-1	-0.6	0
COc1ccc(N2CCN(c3nccs3)CC2)cc1	-1	2	12	2	-1	0	4	-4	-0.9	4
O=C(CSc1cn(CCNC(=O)c2cccs2)c2ccccc12)NC1CCCCC1	1	-6	-23	-2	2	-4	3	1	-1.7	7
Cc1cc(C)c2nc(/N=C(\N)NC(=O)Nc3ccccc3)nc(C)c2c1	-1	1	-41	-7	24	6	-4	1	-0.7	4
COc1ccc(OC)c(NC(=O)c2cccc(S(=O)(=O)N3CCN(C(C)=O)CC3)c2)c1	7	1	4	-3	1	2	2	-3	-2.2	-1
O=C(O)c1cnn(-c2ccccc2)c1-c1ccccc1	-1	4	8	2	8	-4	-3	-6	-1.1	6
More records
SMILES	PRMT1 inh	LEDGF integ inh	HTRA1 inh	UHRF1 MBD2 ctr	rCAG RNA binder	TCR-CD3 inh	ABHD4 inh	MBD2 inh	PG9 Ab binder	NR1D1 modulator
CC(C)C(=O)N1CCN(c2ccc(NC(=O)COc3ccccc3[N+](=O)[O-])cc2)CC1	1	-6	.	2	-8	0	2	5	0.9	1
CCCc1nnc(NC(=O)CN2C(=O)C3C4C=CC(C4)C3C2=O)s1 (stereo not given)	-1	1	-1	1	-1	6	5	-1	1.1	1
CCOc1ccc(NC(=O)CSc2nccn2Cc2ccco2)cc1	0	0	0	-2	-2	-4	6	1	-1.9	-1
Cc1cc(C(F)(F)F)nn1CC(=O)Nc1ccc2c(c1)OCO2	2	-1	-2	-1	-3	-1	0	3	-2.6	-3
CCCCCCCN1C(Nc2ccccc2)=NC[C@@H]1CC(C)C	0	3	-5	0	2	-1	-4	0	-1.9	-4
CCCn1c(=O)c(C(=O)NNC(=O)c2cccc([N+](=O)[O-])c2)c(O)c2ccccc21	2	0	9	1	3	-4	6	4	0.2	3
CCN(C(=O)CSc1nnc(-c2cccnc2)n1Cc1ccco1)c1ccccc1	15	3	.	0	3	.	1	4	.	4
CCC(C)NC(=O)Cn1cc2c(n1)CCC(C)C2 (stereo not given)	0	-4	2	3	0	-2	6	0	-1.1	2
O=C(NC(c1ccc(Cl)cc1)c1cnccn1)C1CCN(CCOc2ccc(F)cc2)CC1 (stereo not given)	1	2	.	0	0	4	5	-5	-1.9	5
CN(C)Cc1c(C#N)c2ccccc2n1C	-1	-5	1	2	0	4	-1	3	1.5	-1
O=C(NCCN1CCC(Cc2ccccc2)CC1)C1CCCN(S(=O)(=O)c2ccc([N+](=O)[O-])cc2)C1 (stereo not given)	0	-4	.	0	2	.	5	2	.	-4
COc1cccc(CNS(=O)(=O)c2cc3c4c(c2)CCC(=O)N4CCC3)c1	-2	1	-3	1	-7	8	-1	0	-2.1	-1
COc1cccc(S(=O)(=O)N2C[C@H](O)COC[C@H]3O[C@@H](CC(=O)N4CCN(C)CC4)CC[C@@H]32)c1	4	0	.	3	-1	2	9	5	1.4	4
O=S(=O)(NC1CCCC1)c1ccc(-n2cnnn2)cc1	-2	5	1	1	1	2	-6	3	-1.6	-3
NS(=O)(=O)c1ccc(CCNC(=O)C2Cc3ccccc3CN2C(=O)c2ccco2)cc1 (stereo not given)	-2	-2	11	-3	7	0	1	3	-1.2	4
COc1cccc(C(c2c(N)[nH]c(=S)[nH]c2=O)c2c(N)[nH]c(=S)[nH]c2=O)c1	6	1	.	-1	0	10	7	-2	-1.0	3
COc1ccc(/C=C/C(=O)Oc2cccc(/C=N/NC(=O)c3cccc(F)c3)c2)cc1	-1	3	-41	-2	0	2	-7	-9	0.6	1
COc1cccc2sc(NNC(=O)C3=COCCO3)nc12	18	1	3	-4	8	-2	8	4	0.8	-3
Nc1cc(N)nc(SCC(=O)NCc2ccco2)n1	-1	1	4	0	0	0	0	3	-0.2	-3
O=C(CCl)N1CCN(CC(=O)N2CCCC2)CC1	-3	8	4	21*	0	-2	-4	-4	0.7	2
COc1ccc(CC(=O)Nc2cccc(C(=O)NN3C(=O)c4ccccc4C3=O)c2C)cc1	-2	2	9	6	6	5	3	4	2.2	-2
O=C(Nc1ccccc1)c1nn(-c2ccccc2)c(=O)cc1C(F)(F)F	-2	-4	-1	-1	-4	0	-2	-1	-2.4	-1
CCCCN(C=O)c1c(CC)nc2c(OCCC3CCCCC3)cccn12	-4	1	.	2	0	0	2	4	-1.9	-3
Cc1cccc(C)c1N1CCN(c2ccc3nnc(C(F)(F)F)n3n2)CC1	1	-1	-14	4	-1	0	-1	2	-1.5	1
COc1ccc(NC(=O)Nc2cccc3c2O[C@H](CN(C)C(=O)Nc2c(C)noc2C)[C@@H](C)CN([C@H](C)CO)C3=O)cc1	0	2	9	0	-2	9	3	-1	0.9	-3
Next structures:
SMILES	PRMT1 inh	LEDGF integ inh	HTRA1 inh	UHRF1 MBD2 ctr	rCAG RNA binder	TCR-CD3 inh	ABHD4 inh	MBD2 inh	PG9 Ab binder	NR1D1 modulator
Fc1cccc(Cn2ccc3ccc(-c4ccc5ccn(Cc6cccc(F)c6)c5c4)cc32)c1	0	-1	.	1	7	.	-4	0	.	3
O=C(COc1ccccc1C(=O)O)Nc1cccc2ccccc12	0	2	4	-1	5	3	-1	3	0.7	-2
C=CCNc1nc2c(c(=O)n(C)c(=O)n2C)n1CC	2	-4	-2	-2	2	4	3	2	-0.7	-5
COc1ccc(Nc2cc(=O)oc3ccccc23)cc1	3	1	-2	0	-1	-3	9	2	2.0	1
CC(C(=O)O)c1ccc(CC2CCCC2=O)cc1 (stereo not given)	-3	-4	5	3	1	0	7	6	-0.7	0
CCCC[C@H]1C2CC(OC(=O)Nc3cccc(Cl)c3)C(C2)[C@H]2CCCCN21 (stereo not given in full)	-1	-3	.	-1	1	.	2	-4	.	0
Cc1ccc(C)c(C(O)c2ncc(-c3cccc(F)c3)[nH]2)c1 (stereo not given)	-2	0	.	1	1	5	-5	1	-1.0	-3
O=C(NCCN1CCOCC1)c1cc2sccc2n1Cc1ccc(F)cc1	0	-2	-1	-1	7	6	0	-6	0.5	3
O=C(NNC(=O)c1ccc(Cl)cc1Cl)c1cnccn1	2	-3	2	-1	-1	-6	3	1	-0.2	1
Cc1ccc(NC(=O)CN2C(=O)NC(C)(c3ccc4c(c3)OCO4)C2=O)cc1 (stereo not given)	-2	4	-4	1	1	-3	-5	-4	1.6	-7
O=C1NC(c2ccc(Cl)cc2Cl)Oc2ccccc21 (stereo not given)	0	5	-4	1	0	-1	-3	0	-1.1	2
COc1ccc(C2=[N+]([O-])C(C)(C)N(O)C2(C)C)cc1	0	0	6	2	-2	-1	5	-4	-1.9	3
Cc1ccccc1N1CCN(S(=O)(=O)C[C@]23CCC(CC2NC(=O)[C@@H](N)CCS(C)(=O)=O)C3(C)C)CC1 (stereo not given in full)	-1	3	2	-1	4	6	0	-8	-2.1	-2
CC(C)(C)C(=O)Nc1ccccc1N1CCN(C(=O)c2ccc(Cl)cc2)CC1	0	4	11	-2	-9	0	3	4	1.0	1
COC(=O)c1ccc(-n2c(C)cc(C(=O)CCl)c2C)cc1	0	1	0	-1	-6	-1	5	2	0.6	-2
c1ccc(-c2cnc(SCCN3CCOCC3)n2CC2CCCO2)cc1 (stereo not given)	2	4	-2	-1	-9	0	13	3	-1.9	-3
CCC(Sc1nnc(C)c(=O)[nH]1)C(=O)Nc1cccc2ccccc12 (stereo not given)	3	1	3	-5	7	-3	-2	-6	-2.4	-6
Cc1ccnc(NC(=S)NC(=O)c2ccco2)c1	-3	1	3	-1	1	2	5	-4	-2.9	3
S=C1Cc2ccccc2N1	35*	1	24	13	44*	7	34*	-3	0.2	-1
Cc1cc(C(=O)Nc2cc(S(C)(=O)=O)ccc2Cl)no1	-3	-1	-4	-2	-1	1	6	2	1.8	-6
COc1ccc(NC(=O)N2C3CCCC2CC(NC(=O)C2CC2)C3)cc1 (stereo not given)	-2	2	2	0	-2	5	-4	3	-0.3	7

Four compounds drawn at random from those above, as already listed:
SMILES	PRMT1 inh	LEDGF integ inh	HTRA1 inh	UHRF1 MBD2 ctr	rCAG RNA binder	TCR-CD3 inh	ABHD4 inh	MBD2 inh	PG9 Ab binder	NR1D1 modulator
CCOC(=O)c1nn(-c2c(C)n(C)n(-c3ccccc3)c2=O)cc1O	3	1	0	1	1	8	8	2	-0.2	7
CNC(C)C(=O)NC(C(=O)N1CCCC1C(=O)Nc1ccc2[nH]ccc2c1)C(C)C (stereo not given)	4	1	.	-3	11	-4	14	-7	-3.8	-1
CN(C)Cc1c(C#N)c2ccccc2n1C	-1	-5	1	2	0	4	-1	3	1.5	-1
COc1cccc(CNS(=O)(=O)c2cc3c4c(c2)CCC(=O)N4CCC3)c1	-2	1	-3	1	-7	8	-1	0	-2.1	-1
